Screening results deposited in PubChem by several laboratories.
NALP1 yeast inh – blocks the NALP1 inflammasome reconstituted in yeast; S. cerevisiae NALP1/ASC/caspase-1 growth, X-gal OD620, 72 h; inhibition, % at 10 µM; 280,000 compounds, 0.61% hits; AID 2071; in the data active means inhibition mostly above about 24%, no sharp cut-off; inactive means mostly below about 32%; further: some compounds called inactive have numbers as strong as hits
GPR7 antag – antagonists of human GPR7 (neuropeptides B/W receptor 1); 290,000 compounds, 1.1% hits; AID 1861; GPR7-expressing cells, fluorescence antagonist assay; P48145; inhibition, % at 4.4 µM; in the data active means inhibition above about 16%, passing the limit was not always enough;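 further: cells stimulated with the agonist NPW; 0% = agonist with vehicle and 100% = vehicle without agonist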
Target sequence (P48145 whole entry, looked up): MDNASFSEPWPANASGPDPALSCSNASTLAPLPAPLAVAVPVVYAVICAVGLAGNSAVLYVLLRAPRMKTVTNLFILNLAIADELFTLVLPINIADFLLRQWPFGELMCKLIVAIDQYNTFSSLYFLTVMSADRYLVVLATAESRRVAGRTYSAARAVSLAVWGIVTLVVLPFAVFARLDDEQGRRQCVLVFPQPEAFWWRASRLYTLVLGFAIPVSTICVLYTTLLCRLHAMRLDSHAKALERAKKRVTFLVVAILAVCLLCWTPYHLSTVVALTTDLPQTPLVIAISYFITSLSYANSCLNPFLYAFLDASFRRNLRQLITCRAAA
M18AAP inhibitor – blocks P. falciparum M18 aspartyl aminopeptidase; recombinant PfM18AAP, H-Glu-NHMec fluorogenic cleavage; 290,000 compounds, 1.2% hits; inhibition, % at 7.35 µM;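 active means inhibition above the campaign mean inhibition over all tested compounds plus 3 SD, cut at about 28% in these data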;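 further: 0% = plate median of test compound wells and 100% = 2 mM ZnCl2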
PHOSPHO1 block – PHOSPHO1 (human) inhibition. inhibition, % at 13.3 µM. recombinant PHOSPHO1, absorbance phosphatase assay. Q8TCT1. 290,000 compounds, 1.1% hits; in the data active means inhibition above about 60%
Target sequence (Q8TCT1 whole entry, looked up): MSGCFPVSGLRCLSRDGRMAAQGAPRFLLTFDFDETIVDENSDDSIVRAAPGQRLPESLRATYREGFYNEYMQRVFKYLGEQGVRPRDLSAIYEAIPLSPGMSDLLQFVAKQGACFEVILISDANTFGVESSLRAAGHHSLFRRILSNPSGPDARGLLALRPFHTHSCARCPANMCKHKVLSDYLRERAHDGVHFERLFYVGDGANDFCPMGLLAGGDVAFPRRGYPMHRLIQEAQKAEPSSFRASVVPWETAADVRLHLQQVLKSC
IDE cell inh – cellular human IDE inhibition; HEK cells, FAbetaB cleavage, fluorescence polarization; inhibition, % at 5.59 µM; 320,000 compounds, 0.41% hits; AID 434962;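 active means percent inhibition above the average of all tested compounds plus 3 SD, set per screening campaign, cut at about 16% in these data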;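 further: IDE supplied by intact live HEK cells; FP after avidin binding of uncleaved biotin substrate so inhibition keeps polarization high; 0% = DMSO wells and 100% = 60 µM reference IDE inhibitor Ii1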
p-CIP stab down – p/CIP protein destabilization; Q05BA5; F442A p/CIP-EGFP cells, EGFP fluorescence, 16 h; decrease of EGFP signal, % at 10 µM; 290,000 compounds, 0.01% hits;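 active means EGFP signal decrease of at least 30% at 10 µM or well 3 SD below plate mean, unless failing retest; inactive means the rest, including hits failing retest or dose response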; further: some compounds called inactive have numbers as strong as hits; many of its hits are not listed in these tables
IDE cell activ – IDE (human) activation, cell-based; P14735; HEK cells, FAbeta-B cleavage, fluorescence polarization; 0% vehicle, 100% cell-free pure enzyme wells; activation, % at 5.96 µM; 340,000 compounds, 0.073% hits;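 active means activation above the mean of all tested compounds plus 3 SD, set per screening campaign, cut at about 17% in these data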
VIM-2 inhibitor – blocks Pseudomonas aeruginosa VIM-2 metallo-beta-lactamase; purified VIM-2, nitrocefin hydrolysis, epi-absorbance fluorescence; inhibition, % at 5.6 µM; 290,000 compounds, 0.89% hits; AID 1527;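 active means inhibition above the mean of all tested compounds plus 3 SD, cutoff set per screening run, cut at about 7.5% in these data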;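 further: red hydrolysis product quenches plate fluorescence so inhibitors raise well fluorescence; 0% = enzyme with DMSO and 100% = DMSO without enzyme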
IMP-1 inh – blocks Pseudomonas aeruginosa IMP-1 metallo-beta-lactamase; inhibition, % at 5.6 µM; AID 1556; 290,000 compounds, 0.45% hits; purified IMP-1, nitrocefin hydrolysis, epi-absorbance fluorescence;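 active means inhibition above the mean plus 3 SD of all compounds in the same screening run, cut at about 4.5% in these data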;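 further: 0% = IMP-1 with DMSO and 100% = DMSO wells lacking enzyme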
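System: purified IMP-1 / Input: IMP-1 dispensed at 0.2 nM / Medium: 50 mM HEPES pH 7.1, 50 µM ZnSO4, 0.05% Brij 35 / Timing: 15 min enzyme–compound preincubation, then 25 min nitrocefin reaction, 25 °C / Technique: plate fluorescence quenching by hydrolysis product, ex 480/em 530 nm / Repeats: singlicate testing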
An asterisk follows results filed as active; nt = not tested or not shown.

smiles,NALP1 yeast inh,GPR7 antag,M18AAP inhibitor,PHOSPHO1 block,IDE cell inh,p-CIP stab down,IDE cell activ,VIM-2 inhibitor,IMP-1 inh
CCC(Nc1nc(-c2ccccc2)nc2ccccc12)C(=O)O (configuration not stated),2,-1,0,-9,3,-13,-3,0.5,-2.6
CCc1ccc2nc(N)sc2c1,6,-12,3,-104,-7,0,4,-2.4,-3.8
Cc1c(Cl)cccc1NC(=S)NC1CC1,12,-4,0,-23,3,-12,1,-0.9,0.4
Cc1ccc(-c2ccnc3[nH]n(-c4ccccc4)c(=O)c23)cc1,1,2,15,9,5,-11,7,-2.5,-4.2
CCOc1ccc(C2=NNC(c3cccs3)=Nc3ccc(OC)cc32)cc1OCC,21,-17,0,-3,0,3,0,-2.4,2.7
COc1ccc(CCNCC(=O)Nc2ccc(OC(F)(F)F)cc2)cc1OC,26,11,3,19,2,-13,3,-2.5,-1.4
N#CCSc1nnc(-c2sc3ccccc3c2Cl)o1,24,3,0,5,9,8,5,-5.3,-2.2
Cc1cc(N2CCOCC2)n2nc(-c3cccc(F)c3)cc2n1,10,1,-10,-6,5,4,-10,0.0,-1.7
Cc1[nH]c(=O)[nH]c(=O)c1/C=N/NC(=O)[C@@H](NC(=O)OC(C)(C)C)C(C)C,-8,-9,6,16,-2,-1,3,-2.1,-4.2
Cc1ccccc1CN(C)CC(=O)Nc1ccccc1-c1ccccc1,29,-7,-8,-6,1,-4,3,-3.2,-4.7
O=C(CCC1COc2ccccc2O1)Nc1ncccc1O (configuration not stated),-12,-6,3,-3,3,-10,-1,-2.7,-4.7
COC(=O)c1c(NC(=O)C(Cl)Cl)sc2c1C(C(=O)OC)CC2 (configuration not stated),-2,1,-2,3,5,10,4,0.9,-1.9
COc1ccc(CCC(C)N2CCc3ccccc3C2)cc1 (configuration not stated),16,-6,2,49,3,3,1,-2.5,0.7
COc1ccc(C2(CNC(C)=O)CCCC2)cc1OC,-13,-10,5,-12,-2,-12,3,-0.4,-0.3
COc1ccc(-c2nnc(SCC(=O)c3cccs3)n2-c2ccc(Cl)cc2)cc1,30,-1,-1,-15,3,-12,-1,-2.1,-3.0
CCc1nnc(NC(=O)c2ccc3nc(CC)c(CC)nc3c2)s1,-2,-2,0,16,-2,16,3,-1.5,-2.0
O=C(Cn1nc(Cc2cccnc2)c2ccccc2c1=O)NCc1ccc2c(c1)OCO2,3,-16,1,-9,0,0,-1,-4.2,-4.4
COC(=O)c1c(C)[nH]c(C(=O)/C=C/c2cccc(Cl)c2)c1C,1,-12,-3,-6,0,-12,6,1.2,-0.1
CC(C)C[C@H]1CN=C(Nc2ccccc2)N1CC1CCC1,0,12,-8,-19,4,-12,2,2.1,-1.6
C/C(=N\NC(=S)NCc1ccccc1)c1ccc2c(c1)OCCO2,7,-13,10,16,3,4,0,-4.0,-2.3
COc1ccc(/C=C/c2cc[n+](C(=O)Cc3ccccc3)cc2)cc1,-29,-5,-9,36,2,6,2,1.3,-1.4
CC1(C)CC(=O)C=C(Nc2ccc(Br)cn2)C1,23,3,0,7,1,-5,-2,-3.6,-2.5
Nc1ccc(S(=O)(=O)NC2=NCCCCC2)cc1N,-2,-22,3,-21,5,-19,6,-2.0,-1.7
Cc1ccccc1N1CC(C(=O)Nc2ccc(S(=O)(=O)N3CCCCC3)cc2)CC1=O (configuration not stated),20,6,-4,-20,0,-38,4,0.5,-0.7
Cc1c(/C=N/N=C2\CCC3C4CCc5cc(O)ccc5C4CCC23C)cnn1C (configuration not stated),19,-1,4,-11,-3,-10,5,-2.0,-2.9
COc1ccc(O)c(C(=O)c2cc(C#N)c(=O)n(CCN3CCOCC3)c2)c1,7,-10,13,14,6,12,7,-0.6,-1.6
O=C(c1cc(-c2ccccc2)on1)N1CCN(Cc2ccc3c(c2)OCO3)CC1,-9,-7,7,-20,5,-12,3,-6.3,-5.1
CC(=O)c1ccc(NC(=O)CCCN2C(=O)C(c3ccccc3)Oc3cccnc32)cc1 (configuration not stated),0,-5,-5,32,1,-2,-1,-1.4,-1.8
COc1ccc(C)cc1S(=O)(=O)NCC(c1cccnc1)N1CCc2ccccc2C1 (configuration not stated),29,11,19,35,1,-18,7,-2.5,0.3
CCn1c(SCC(=O)OC)nnc1C1CCCCC1,-13,-12,6,14,-1,2,6,-3.3,-1.3
Nc1nc(CN2CCN(c3cccc(Cl)c3)CC2)nc(N2CCCc3ccccc32)n1,2,-11,-4,-72,-1,2,1,-2.8,-3.5
N#Cc1cc(-c2ccccc2)nc(NN)n1,-2,-4,43*,11,3,-12,4,-2.5,-3.2
COC(=O)/C=C1\N/C(=N\c2nc(C)cc(C)n2)N(c2ccccc2)C1=O,-26,1,1,12,8,-5,nt,-3.1,-1.5
FC(F)(F)c1ccccc1NC(=S)Nc1ccccc1,-6,-10,-3,9,6,-2,6,-0.7,-1.2
Cn1cc(SCC(=O)NCCc2ccccc2)c2ccccc21,18,6,3,4,4,3,-1,1.0,0.9
CCOc1ccc(-n2nc3c(Cl)nnc(C)c3c2C)cc1,20,-23,0,-7,1,-5,5,-3.7,-1.4
CCOC(=O)C(C)N1C(=O)S/C(=C/c2ccc3c(c2)n(C)c(=O)n3C)C1=O (configuration not stated),8,-9,-3,18,1,-3,1,0.7,-1.4
COc1cc(NC(=O)c2ccc(F)cc2)ccc1NC(=O)c1cc2ccccc2o1,5,11,0,8,12,2,3,-3.3,-4.2
Cc1ccc(CNc2ccc(N3C(=O)CCCC3=O)cc2[N+](=O)[O-])cc1,17,-13,-1,9,0,-6,8,-2.1,-3.2
CCOC(=O)C1=C(C)N(c2ccccc2)C(=O)C1,7,11,-6,13,-2,0,1,-2.2,-1.6
COC(=O)c1c(NC(=O)CSc2nc3nc(C)cc(C)n3n2)sc(C)c1C,44,0,0,11,1,-7,-5,-2.7,-3.4
CN(C)S(=O)(=O)N1CCC(n2nccc2NC(=O)CCc2ccccc2)CC1,12,-9,-3,13,5,5,1,-2.5,-3.3
CCOC(=O)c1cc(-c2ccc(C)cc2)n(CCC(=O)NCCCOC)c1C,-16,13,10,6,1,-11,3,-1.0,1.6
c1cncc(-c2nc(-c3ccc4c(c3)OCO4)cs2)c1,7,3,4,-7,-4,-8,1,-0.1,-3.0
O=C(COC(=O)C1CC2C=CC1C2)NCCc1ccccc1 (configuration not stated),17,25*,1,30,-5,-5,0,2.4,1.1
CCOC(=O)C1=C(C)N(C)C(=S)NC1c1ccccc1 (configuration not stated),8,-8,-5,-14,-1,-18,-3,0.2,-0.5
CCOc1ccc(/C(O)=C2/C(=O)C(=O)N(c3nc(C)c(C)s3)C2c2ccco2)cc1 (configuration not stated),30,-3,15,39,5,-3,-2,2.2,5.5*
CCOC(=O)C1(Cc2ccc(Cl)cc2)CCN(C2CCC2)CC1,3,-8,2,-28,-6,-10,8,-3.1,-1.9
O=C(CN1CCc2ccccc21)NN1CC(=O)N(c2ccc(Cl)cc2)CC1=O,-23,1,3,13,-1,-4,2,-3.7,-3.6
CCCCCc1cc(=O)oc2c(C(CCN3CCCC3)c3cc(OC)c(OC)c(OC)c3)c(OC)cc(OC)c12 (configuration not stated),12,nt,nt,22,-5,-5,11,nt,nt

Going on with the list.
smiles,NALP1 yeast inh,GPR7 antag,M18AAP inhibitor,PHOSPHO1 block,IDE cell inh,p-CIP stab down,IDE cell activ,VIM-2 inhibitor,IMP-1 inh
COc1ccccc1C(=O)C1CCCN(C(=O)c2ccco2)C1 (configuration not stated),-1,-13,-6,16,9,3,4,-0.8,-7.2
COP(=O)(CC(=O)c1ccccc1)CC(=O)c1ccccc1,2,-6,4,24,4,14,8,-2.9,-2.6
COc1ccccc1CNC(=O)C1=CCN(S(=O)(=O)c2ccc(C)cc2)CC1,nt,-2,-2,37,1,-2,7,-1.8,-2.6
CCCn1c(N)c(NCCN2CCOCC2)c(=O)[nH]c1=O,-6,6,-9,27,-2,-13,6,0.5,-1.6
CCOC(=O)c1sc(=NC(=O)c2ccc(Br)cc2)n(C)c1C,25,0,-1,41,3,2,1,-2.0,0.1
O=C(NCC1(N2CCOCC2)CCCCC1)c1ccc(Cl)c(S(=O)(=O)NCc2ccco2)c1,4,-2,-3,-2,7,-6,2,-0.7,-3.7
Cc1cc(=O)[nH]c(N/N=C/c2ccc(OC(=O)c3ccco3)cc2)n1,nt,-2,5,-15,8,9,0,-4.0,-3.5
COc1ccc(-c2cc(C(=O)Nc3ccccc3F)on2)cc1,26,-7,-21,-5,-4,2,-5,-1.3,-3.8
Cc1ccc(C)c(-n2c(CNC(=O)c3ccco3)nnc2SCC(=O)Nc2nccs2)c1,2,-9,-9,32,2,14,0,-1.2,-2.8
CN(C)/C=C(\C#N)C(=O)c1cccnc1Oc1ccc(F)cc1F,-1,-9,6,52,-1,-10,1,0.6,-2.1
Cc1ccc(C)c(NC(=S)NNC(=O)c2cc3c(s2)CCC(C)C3)c1 (configuration not stated),30,-3,-3,3,5,2,3,-3.6,-2.5
O=C(N/N=C/c1cc(Cl)ccc1O)C(=O)Nc1ccccc1OC(F)(F)C(F)F,8,-17,1,14,13,-15,-10,-3.3,-3.6
COCCN1C(=O)N(c2cccc(C)c2)C(=O)C1CC(=O)Nc1ccc(OC)cc1 (configuration not stated),-10,-14,-17,nt,-4,-17,-1,-0.8,-2.9
O=C(O)CNC(=O)CC1S/C(=N/N=C2/NC(=O)CS2)NC1=O (configuration not stated),-1,-6,2,-86,-6,-4,-9,-4.5,-2.9
CC(NC(=O)c1ccc2c(c1)OCO2)C(c1cccs1)N1CCN(c2ccccc2)CC1 (configuration not stated),nt,-5,9,19,4,-4,7,-3.0,-3.6
COc1cccc(OCCOc2c(OC)cccc2OC)c1,-1,-10,-1,-25,1,-10,5,-4.5,-4.7
CC(C)(C)c1ccc(C(=O)Nc2sc3c(c2C(=O)O)CCC3)cc1,6,-2,-8,31,2,-8,-4,-3.4,-2.9
CNS(=O)(=O)c1ccc(NC(=O)c2ccoc2C)cc1,-2,-11,-5,24,2,-7,-1,-2.0,-0.4
COc1ccc(NC(=O)CN2CCN(S(=O)(=O)c3ccc(Br)cc3)CC2)c(OC)c1,8,-1,0,38,2,9,-1,-4.2,-2.1
COc1ccc(-c2cc3nc(C)cc(C)n3n2)cc1,10,7,-8,8,5,8,-2,-3.0,-3.8
COc1ccccc1N/N=C(\C#N)C(=N)N1CCOCC1,-5,-19,3,-5,0,-6,2,-5.1,-4.8

Records listed so far shown as hits in IMP-1 inh:
smiles,NALP1 yeast inh,GPR7 antag,M18AAP inhibitor,PHOSPHO1 block,IDE cell inh,p-CIP stab down,IDE cell activ,VIM-2 inhibitor,IMP-1 inh
CCOc1ccc(/C(O)=C2/C(=O)C(=O)N(c3nc(C)c(C)s3)C2c2ccco2)cc1 (configuration not stated),30,-3,15,39,5,-3,-2,2.2,5.5*
